GAA inh – inhibitors of human lysosomal alpha-glucosidase | P10253 | AID 1466 | Potency, µM (titrated, usually from 76.9 µM), for the others: at the highest dose activity change, negative = inhibition, actives largely listed as inhibitors | purified human GAA, 4-MU-alpha-glucoside fluorescence | actives 0.005% (n = 200,000);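 note: plate controls were uninhibited enzyme wells for no effect and no-enzyme background for full effect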
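qHTS format, compound range up to 77 uM. Human lysosomal enzyme at 4 nM, 400 uM 4-MU glucoside substrate, pH 5.0, 20 min room temperature; fluorescence after alkaline stop gives activity normalized to controls.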
Tau ThT inhib – tau fibrillization inhibition (ThT binding); P10636; recombinant tau K18 P301L, heparin-induced fibrillization, ThT fluorescence; Potency, µM (series often up to 57.4 µM), without a hit: at the highest dose activity, negative = inhibition, usual class: inhibitors; actives 2.1% (n = 270,000); note: % is set by controls: 0 for no effect and ±100 for the full control effect; nearly all actives have a fitted effect of over 55% in size
Target sequence (P10636 561-689 P618L limits assumed): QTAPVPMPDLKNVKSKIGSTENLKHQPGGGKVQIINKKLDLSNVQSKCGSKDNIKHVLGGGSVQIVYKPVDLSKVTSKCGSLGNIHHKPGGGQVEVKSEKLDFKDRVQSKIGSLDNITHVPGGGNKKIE
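Heparin-induced fibrillization of the P301L-mutant K18 repeat-domain fragment of human tau was followed by ThT binding in quantitative high-throughput format.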
Tau FP inhib – inhibitors of human tau fibril formation. K18 P301L tau heparin fibrillization, Alexa594 FP, 6 h. Potency, µM (doses to about 57.7 µM), for the others: top-dose activity, negative = inhibition, most hits filed as inhibitors. actives 0.39% (n = 280,000). P10636; note: % is set by controls: 0 for no effect and ±100 for the full control effect; nearly all actives have a fitted effect of over 55% in size
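Quantitative HTS format: compounds meet 15 uM recombinant K18 P301L tau and Alexa 594-tau tracer in 100 mM sodium acetate pH 7; 20 uM heparin triggers fibrillization at 37 C over 6 hr; FP gives the signal.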
GAA glycogen – inhibitors or activators of human alpha-glucosidase glycogen cleavage; P10253; recombinant GAA, glycogen substrate, Amplex Red glucose oxidase fluorescence; Potency, µM (titrated, usually from 76.4 µM), inactives show at the highest dose activity change, negative = inhibition, hits mostly inhibitors; actives 0.38% (n = 300,000); AID 2100;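 note: 0% = full enzyme reaction and -100% = no-enzyme basal signal; the screen sought inhibitors and activators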
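qHTS, 1536-well; enzyme 4 nM final; cpd up to 77 uM; substrate bovine liver glycogen 30 ug; 50 mM citrate/phosphate pH 5.0, 0.01% Tween-20; 37 C, 40 min; Amplex Red detection 45 min RT; Hill fit → AC50.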
GAA spleen mod – inhibitors or activators of human alpha-glucosidase in spleen homogenate | human spleen homogenate, 4-MU-alpha-glucoside fluorescence | AID 2112 | Potency, µM (series often up to 79.9 µM), for inactives: top-dose activity change, negative = inhibition, most hits filed as inhibitors | actives 0.006% (n = 240,000) | P10253;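 note: 0% = enzyme with vehicle and -100% = no enzyme basal signal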
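Human spleen homogenate (1 ug) incubated with compounds and 1 mM 4-methylumbelliferyl-alpha-D-glucopyranoside in pH 5.0 citrate/phosphate buffer, 37 C, 40 min. Stopped at pH 10; 4-MU fluorescence (Ex 365/Em 440 nm); AC50 by Hill fit.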
GLA spleen mod – alpha-galactosidase A (human) modulation; P06280; human spleen homogenate, 4MU-alpha-Gal fluorescence, 40 min; Potency, µM (series often up to 80 µM), for inactives: top-dose activity change, negative = inhibition, most hits filed as inhibitors; actives 0.008% (n = 240,000); AID 2107;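 note: 0% = enzyme with vehicle and -100% = no enzyme basal signal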
Target sequence (P06280 32-429 limits assumed): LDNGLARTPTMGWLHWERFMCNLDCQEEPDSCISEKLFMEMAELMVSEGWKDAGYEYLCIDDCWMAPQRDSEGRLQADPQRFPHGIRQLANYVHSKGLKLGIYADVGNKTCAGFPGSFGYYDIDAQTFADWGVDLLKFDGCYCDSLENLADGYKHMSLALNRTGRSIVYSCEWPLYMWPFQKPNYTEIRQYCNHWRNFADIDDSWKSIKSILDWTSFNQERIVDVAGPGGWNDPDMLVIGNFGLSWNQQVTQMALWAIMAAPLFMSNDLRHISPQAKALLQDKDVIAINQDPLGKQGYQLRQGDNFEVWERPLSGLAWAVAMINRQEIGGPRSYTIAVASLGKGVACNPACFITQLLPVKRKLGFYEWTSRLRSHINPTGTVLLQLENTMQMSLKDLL
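Human spleen homogenate (1 ug) was the enzyme source, with 4-methylumbelliferyl-alpha-D-galactopyranoside (1 mM final) in pH 5.0 citrate buffer with 0.01% Tween-20. Compounds were titrated; after 40 min at 37C, NaOH/glycine stop, 4-MU fluorescence read; AC50 from Hill fits.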
HTT cytoprotect – protects HTT-Q103 PC12 cells, measured by ATP. actives 0.14% (n = 230,000). Potency, µM (top dose mostly 56.4 µM), inactives show cytoprotection (ATP increase), hits mostly activators. PC12 HTT-Q103 induced, cytoprotection, ATP luminescence, 40 h;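 note: % of control where 0% means no effect; nearly all actives have a fitted effect of over 45% in size; toxic huntingtin expression switched on by the ecdysone agonist tebufenozide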
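PC12 cells with ecdysone-inducible HTT exon 1 Q103-GFP, induced with 100 nM tebufenozide and co-treated with library compounds in a dose series (1536-well, 1500 cells/well). Cytoprotection read as ATP content by ATPlite luminescence.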
Tau fluor cs – counter-screen for tau fibril formation inhibitors; tau K18 P301L (four-repeat tau fragment) Alexa594 fluorescence, heparin fibrillization; Potency, µM (top dose mostly 57.7 µM), inactives show at the highest dose activity change, negative = decrease; actives 0.93% (n = 280,000); AID 1463; note: % is set by controls: 0 for no effect and ±100 for the full control effect; nearly all actives have a fitted effect of over 55% in size
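Human K18 P301L tau (15 uM unlabeled plus 0.24 uM Alexa 594-labeled, final) in 100 mM sodium acetate pH 7 was mixed with compound and 20 uM heparin and incubated 6 hr at 37 C.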
Starred values were filed as active, the others as inactive; ? = inconclusive; nt = no result given; & = joins results of further samples; [ ] = remark or other dose. Calls come from the whole dose curve; as a rule, active = well fitted curve in the direction sought with a large enough effect; inconclusive = small, poorly fitted or top-dose-only effect, or another doubt; inactive = no such curve, though single readings can be large; an effect the other way counts as inactive or inconclusive. Potency is the fitted concentration of half-maximal effect.

SMILES	GAA inh	Tau ThT inhib	Tau FP inhib	GAA glycogen	GAA spleen mod	GLA spleen mod	HTT cytoprotect	Tau fluor cs
CCN(CC)P(=O)(Nc1cccc(C(F)(F)F)c1)c1ccc(N(C)C)cc1NC(=O)c1ccco1 (configuration not stated)	-18%	?	8%	-15%	3%	11%	-65%[inhibitor]	-17%
Cc1nn(C)c(C(=O)N2CCN(C(=O)c3ccco3)CC2)c1Br	-5%	9%	-5%	1%	-11%	8%	3%[10 µM]	8%
CCc1cc(C(=O)NCc2ccc(F)cc2)no1	nt	-5%	-11%	-5%[76.3 µM]	nt	nt	nt	-11%
Nc1nn(S(=O)(=O)c2ccccc2)cc1-c1ccc([N+](=O)[O-])cc1	1%	2%	10%	-8%	-7%	2%	-9%[10 µM]	7%
Nc1nnnn1/N=C/c1ccco1	4%	-1%	1%	-4%	-2%	-4%	29%	4%
Cc1ccc(-n2nnnc2SCC(=O)NNC(=O)c2ccc([N+](=O)[O-])cc2)cc1	-5%	-12%	10%	5%	-2%	-3%	-21%	-18%
CCCCc1nn(-c2cc(Cl)ccc2OC)c2c1C(=O)CCC2	-9%	?	-4%	-2%	-3%	1%	-41%[inhibitor]	-18%
Cc1ccsc1C(C(=O)NC(C)(C)C)N(C(=O)c1csnn1)c1ccccc1 (configuration not stated)	4%	-4%	6%	-2%	-2%	-5%	4%	-2%
CN(C)c1ccc(C(c2nnnn2C(C)(C)C)N2CCc3ccccc3C2)cc1 (configuration not stated)	-1%	?	5%	-4%	-3%	6%	-2%[10 µM]	-10%
CCOc1cc2sc(N3CCC(C(=O)Nc4ccccc4Cl)CC3)nc2cc1Br	nt	?	8%	0%[76.3 µM]	nt	nt	nt	-30%
COC(=O)CSc1nnc(-c2ccco2)n1-c1ccc(C)cc1	4%	-4%	1%	3%	10%	1%	-11%[10 µM]	3%
CSc1ccc(S(=O)(=O)NC2CCCCCC2)cc1	-9%	-4%	3%	-6%	-6%	9%	-1%	-13%
CCS(=O)(=O)N1CCN(c2nc(-c3ccccc3)cs2)CC1	-3%	-12%	4%	0%	-9%	-3%	-3%[10 µM]	-14%
O=C(CNS(=O)(=O)c1ccccc1)OCC(=O)c1ccc([N+](=O)[O-])cc1	-13%	25µM*	?	6%	-4%	-7%	-15%[10 µM]	-19%
O=C(NNS(=O)(=O)c1cccc(Cl)c1Cl)c1cccc(S(=O)(=O)N2CCOCC2)c1	-2%	-9%	-20%	-2%	0%	-12%	18%[10 µM]	-10%
O=C(CNC(=O)c1cccs1)NCC(=O)OCc1ccccc1Cl	-2%	1%	-1%	10%	0%	-4%	-13%	-6%
CCn1c2ccccc2c2nnc(SCC(=O)NC(CC(C)C)C(=O)OC)nc21 (configuration not stated)	4%	-3%	-3%	2%	-9%	-1%	-5%[10 µM]	-5%
CCOC(=O)c1[nH]c2ccccc2c1NC(=O)C(C)(C)C	1%[15.4 µM]	-7%	2%	-4%	-20%	-3%	-13%	-2%
O=C(Cc1nc2ccccc2[nH]c1=O)c1ccccc1	-3%	?	3%	4%	-1%	-2%	-91%[inhibitor]	-8%
O=c1nc2n(c3c1oc1ccccc13)Cc1ccccc1-2	-20%	?	?	-10%	4%	8%	-10%	-4%

One compound at a time, as listed above:
O=C(CNC(=O)c1cccs1)NCC(=O)OCc1ccccc1Cl is listed as GAA inh: -2%; Tau ThT inhib: 1%; Tau FP inhib: -1%; GAA glycogen: 10%; GAA spleen mod: 0%; GLA spleen mod: -4%; HTT cytoprotect: -13%; Tau fluor cs: -6%
O=c1nc2n(c3c1oc1ccccc13)Cc1ccccc1-2 is listed as GAA inh: -20%; Tau ThT inhib: ?; Tau FP inhib: ?; GAA glycogen: -10%; GAA spleen mod: 4%; GLA spleen mod: 8%; HTT cytoprotect: -10%; Tau fluor cs: -4%
CCS(=O)(=O)N1CCN(c2nc(-c3ccccc3)cs2)CC1 is listed as GAA inh: -3%; Tau ThT inhib: -12%; Tau FP inhib: 4%; GAA glycogen: 0%; GAA spleen mod: -9%; GLA spleen mod: -3%; HTT cytoprotect: -3%[10 µM]; Tau fluor cs: -14%

Further results follow.
SMILES	GAA inh	Tau ThT inhib	Tau FP inhib	GAA glycogen	GAA spleen mod	GLA spleen mod	HTT cytoprotect	Tau fluor cs
NS(=O)(=O)c1ccc(NC(=O)c2ccc(S(=O)(=O)N3CCOCC3)o2)cc1	nt	3%	10%	5%	9%	1%	12%[10 µM]	5%
Cc1cccc(C)c1Nc1nnc(SCc2cc([N+](=O)[O-])cc3c2OCOC3)s1	0%	-19%	0%	-7%	-20%	10%	12%	?
CCCCCc1ccc(OCCOCCn2c[n+](C)c3ccccc32)c(CCCCC)c1	-3%	?	7%	-1%	-2%	4%	-85%[inhibitor]	-9%
CSc1ccccc1NC(=O)c1cnc2n(c1=O)CCS2	-3%[15.4 µM]	-1%	-4%	4%	4%	4%	-14%	-1%
COc1cccc(N2CCN(C(=O)Cn3nc(C)n4c(cc5c(OC)cccc54)c3=O)CC2)c1	nt	3%	7%	11%[76.3 µM]	nt	nt	nt	1%
CC(C)Nc1nc(NC(C)C)nc(N(C)C(N)=O)n1	8%	-2%	1%	4%	-3%	1%	-4%[10 µM]	-3%
CCCCS/C(N)=N/N=C/c1cc(C)ccc1O	0%	?	10%	-8%	2%	5%	-3%	?
COC(=O)C1=C(C)N(C)C(=O)NC1c1cc2c(cc1[N+](=O)[O-])OCO2 (configuration not stated)	-2%	?	?	?	6%	-6%	-48%[inhibitor]	?
CCC(=O)NC(=S)Nc1ccc(-c2nc3ccc(C)cc3s2)cc1	7%	?	-1%	9%	-6%	-1%	-5%[10 µM]	0%
C[C@](N)(Cc1ccc(O)c(O)c1)C(=O)O	3%[15.4 µM]	?	?	?	2%&1%&8%	-2%&-3%&0%	-48%&-19%	?
CCOc1ccc(NC(=O)c2ccc(CSc3nnc(C)s3)cc2)cc1	2%	?	-7%	-4%	-2%	7%	15%[10 µM]	-4%
O=C(CSc1nnc(-c2cc3ccccc3cc2O)n1Cc1ccco1)N1CCc2ccccc2C1	-7%	-17%	-5%	-8%	-3%	0%	-51%[inhibitor]	?
COc1ccc(-c2cn3c(C)c(C(=O)N4CCN(c5ccc(F)cc5)CC4)sc3n2)cc1	-10%	-7%	-8%	-7%	3%	1%	-9%	-13%
C=CCNC(=O)C1CC(=O)N(c2ccc(OCC(=O)Nc3ccc(C)cc3)cc2)C1 (configuration not stated)	8%	-17%	-2%	6%	-1%	7%	-30%	-3%
C=CCN1CCc2c(cc(O)c(O)c2Cl)C(c2ccccc2)C1 (configuration not stated)	nt	?	-6%&0%&0%	?	-13%&0%&1%	5%&9%&1%	-80%[inhibitor]	-27%&-14%&-18%
Cc1nn(C(C)C)c(C)c1CN1CCN(Cc2ccsc2)C(CCO)C1 (configuration not stated)	nt	-3%	-3%	-3%	-3%	-6%	16%[10 µM]	-2%
Cc1cccc(OCC(=O)NC(C)C(=O)N/N=C/c2c(OCc3ccccc3)ccc3ccccc23)c1 (configuration not stated)	-17%	9%	-4%	1%	-3%	5%	-40%[inhibitor]	-8%
CC(C)CCNC(=O)C(=O)Nc1ccccc1	-20%	-9%	-4%	1%	-3%	3%	-37%[inhibitor]	-7%
CC(C)S(=O)(=O)c1oc(-c2ccc(F)cc2)nc1S(=O)(=O)c1ccccc1	nt	?	-14%	-9%[76.3 µM]	nt	nt	nt	-9%
COc1ccc(C(CCN2CCCCC2)c2c(OC)cc(OC)c3c(-c4ccccc4)cc(=O)oc23)cc1 (configuration not stated)	nt	-15%	-1%	3%	-7%&0%	-12%&1%	-10%[10 µM]	-7%
Cc1sc(NC(=O)c2ccc(Br)s2)c(C(N)=O)c1C	-11%	?	-8%	6%	7%	4%	-48%[inhibitor]	?
O=C1CC(c2ccc(F)cc2)Sc2nc(-c3ccccc3)c(-c3ccccc3)n21 (configuration not stated)	3%	-4%	-1%	-9%	-1%	-2%	nt	-6%
Cc1ccc(CNC(=O)C2CC(c3ccc(C(F)(F)F)cc3)=NO2)o1 (configuration not stated)	nt	5%	2%	8%	-2%	-4%	6%[10 µM]	12%
O=C(O)c1ccc2c(c1Sc1ccccc1)C(=O)c1ccccc1C2=O	4%	?	5%	4%	-1%	-10%	-4%[10 µM]	-15%
Cc1ccc(NC(=O)CN(C)C(=O)CSc2ncc(C(F)(F)F)cc2Cl)cc1	0%	-3%	-6%	10%	-4%	-4%	6%[10 µM]	-11%
c1ccc(C2c3c(ccc4ccccc34)Oc3ncn4nc(-c5ccco5)nc4c32)cc1 (configuration not stated)	6%	-3%	1%	-5%	2%	9%	5%[10 µM]	-11%
COCCn1c(SCC(=O)NCc2ccco2)nc2cccnc21	-6%	-11%	5%	-5%	0%	0%	8%	2%
CNc1nc(SCc2ccc(C)cc2)nc2c1CCCC2	-2%	?	-3%	-10%	0%	9%	-64%[inhibitor]	-20%
Cc1ccc(/C(COc2ccccc2O)=N\O)cc1	6%	-16%	9%	?	-1%	6%	-3%[10 µM]	-9%
COc1ccc(NC(=O)c2ccco2)cc1NC(=O)C(C)(C)Oc1ccc(Cl)cc1	nt	?	-2%	-25%[76.3 µM]	nt	nt	nt	?
O=C(CN(Cc1ccco1)C(=O)CCC(=O)Nc1ccccn1)NCCc1ccccc1	?	-10%	7%	10%	-4%	2%	-3%[10 µM]	-5%
Cc1cccc(NC(=O)/C(C#N)=C\c2cc(C)n(-c3ccc(C(=O)O)cc3)c2C)c1	-7%	-6%	3%	-3%	-13%	-6%	1%[10 µM]	6%
COc1cc(O)c(C(CC(=O)N2CCCCC2)c2ccc3c(c2)OCO3)c(OC)c1 (configuration not stated)	nt	14%	11%	4%	2%&-2%	4%&-8%	4%[10 µM]	25%
CCCCCC(=O)NC(NC(=S)Nc1ccc(S(N)(=O)=O)cc1)C(Cl)(Cl)Cl (configuration not stated)	-1%	1%	-6%	-8%	-5%	-5%	-4%	-20%
